# High-throughput results as filed in PubChem.
# BoNT A protease = BoNT/A light chain protease inhibitors, primary screen, biochemical, flow cytometry, MLPCN library; multiplex microsphere protease substrate cleavage; inhibition, % at 10 µM; hit rate 0.17% among 360,000; further: plate controls were buffer without enzyme for full effect and enzyme alone for no effect
# PrPC TRFRET = inhibitors of human cell surface prion protein PrPC, primary screen, cell-based, TR-FRET; Major prion protein (Homo sapiens), P04156; TR-FRET read-out; inhibition, % at 13.8 µM; hit rate 0.43% among 370,000; in the data active means inhibition above about 24%; further: 0% = median of the test wells and 100% = reference compound wells
# BH1578 lux ind = inducers of Vibrio cholerae quorum light production without autoinducers, primary screen, BH1578 luxS cqsA deficient, single point. activation, % at 18.7 µM. V. cholerae BH1578 lux reporter, luminescence, 6 h. hit rate 0.16% among 350,000; in the data active means activation mostly above about 9.7%, no sharp cut-off; inconclusive means no clear call, values can overlap the other calls; inactive means mostly below about 3.7%; further: not every result past the cut was called active; inactives centre near 0; reference of the scale not given here
# Anthrax LF prot = Bacillus anthracis LF protease inhibitors, primary screen, biochemical, multiplex microsphere, MLPCN library; Lethal factor (Bacillus anthracis), P15917; multiplex microsphere protease cleavage assay; inhibition, % at 10 µM; hit rate 0.12% among 360,000; AID 588501, 2011; further: plate controls were buffer without enzyme for full effect and enzyme alone for no effect
# Target sequence (P15917 whole entry, looked up): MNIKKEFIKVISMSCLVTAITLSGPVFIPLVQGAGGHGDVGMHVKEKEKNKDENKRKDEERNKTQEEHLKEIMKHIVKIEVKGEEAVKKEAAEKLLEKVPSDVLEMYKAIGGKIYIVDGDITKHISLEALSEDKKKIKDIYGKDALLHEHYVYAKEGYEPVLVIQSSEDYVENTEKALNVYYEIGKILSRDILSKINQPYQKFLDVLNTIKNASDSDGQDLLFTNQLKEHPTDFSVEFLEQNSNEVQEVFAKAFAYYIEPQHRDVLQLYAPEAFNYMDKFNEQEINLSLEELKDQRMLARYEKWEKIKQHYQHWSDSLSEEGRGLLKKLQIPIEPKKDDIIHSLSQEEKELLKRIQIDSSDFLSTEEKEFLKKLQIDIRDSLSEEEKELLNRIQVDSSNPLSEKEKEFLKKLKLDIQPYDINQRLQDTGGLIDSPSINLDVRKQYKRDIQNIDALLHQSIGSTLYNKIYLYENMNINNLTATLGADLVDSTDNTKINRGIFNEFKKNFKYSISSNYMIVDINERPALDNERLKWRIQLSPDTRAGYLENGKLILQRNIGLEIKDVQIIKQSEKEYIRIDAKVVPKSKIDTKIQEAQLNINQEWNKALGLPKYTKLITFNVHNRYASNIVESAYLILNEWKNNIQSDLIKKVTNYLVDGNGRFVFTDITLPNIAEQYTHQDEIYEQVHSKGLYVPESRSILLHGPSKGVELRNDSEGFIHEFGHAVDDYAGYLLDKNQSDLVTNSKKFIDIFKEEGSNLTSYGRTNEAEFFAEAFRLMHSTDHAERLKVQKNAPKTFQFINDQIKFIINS
# SARS 3CLpro inh = SARS-CoV 3CLpro protease inhibitors, primary screen, biochemical, quenched FRET. recombinant SARS-CoV 3CLpro, quenched FRET peptide cleavage. inhibition, % at 6 µM. hit rate 0.14% among 290,000; in the data active means inhibition above about 12%
# PriA SSB inh = inhibitors of Klebsiella pneumoniae PriA binding to SSB C-terminal tail, primary screen, biochemical, AlphaScreen; AID 1272365, 2023; AlphaScreen SSBct-PriA binding, biotinylated peptide; inhibition, % at 33 µM; PriA–SSB C-terminal tail interaction (Klebsiella pneumoniae); hit rate 0.6% among 430,000; in the data active means inhibition mostly above about 37%, no sharp cut-off; inactive means mostly below about 20%;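 further: plate controls were negative control peptide for no effect and reference peptide for full effect; strong numbers were not always called active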
# PfHsp40 yeast = rescue of yeast from PfHsp40 toxicity, primary screen, S. cerevisiae, ATP luminescence; AID 504582, 2011; growth rescue, % at 12.5 µM; hit rate 0.68% among 340,000; S. cerevisiae expressing PfHsp40, growth rescue; in the data active means growth rescue above about 28%, passing the limit was not always enough; inconclusive means no clear call, values can overlap the other calls;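 further: yeast W303a lacking pdr1 and pdr3 grown in galactose medium; growth measured after three days at 30 °C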
# TcdB GH inh = TcdB glycohydrolase inhibitors, primary screen, biochemical, single point, plate reader. Toxin B (Clostridioides difficile), P18177. TcdB glycohydrolase enzymatic assay. inhibition, % at 9.99 µM. hit rate 0.24% among 350,000; in the data active means inhibition above about 10%
# Y pestis TopoI = Yersinia pestis topoisomerase I inhibitors, primary screen, biochemical, cleavage product accumulation, plate reader, single point; Y. pestis Topo-I cleavage product accumulation; activity, % at 10 µM; hit rate 0.064% among 360,000; AID 504884, 2011; in the data active means activity above about 50%, passing the limit was not always enough; inconclusive means no clear call, values can overlap the other calls; further: inactives centre near 2
# * = called active by the depositor; i = inactive; ? = inconclusive; / = not tested or not shown; & = joins results of further samples. Unless noted, no stated cut-off is given here; in the data, active means inhibition above about 30%; inconclusive means no clear call, values can overlap the other calls; inactive means below that.
SMILES,BoNT A protease,PrPC TRFRET,BH1578 lux ind,Anthrax LF prot,SARS 3CLpro inh,PriA SSB inh,PfHsp40 yeast,TcdB GH inh,Y pestis TopoI
COc1cc(OC)cc(C(=O)NC(=S)NCCc2ccccc2)c1,2.9,-5,-0.2,0,-3,-3,9.4,1.5,36
CCCn1c(=S)[nH]c2cc(C(=O)N3CCc4ccccc4C3)ccc2c1=O,-0.8,-5,i,-3,0,-2,0.1,/,29
CCc1ccccc1NS(=O)(=O)c1ccc(OC)c2ncccc12,-0.6,10,i,-1,-2,2,-2.5,1.0,-4
O=C(Cc1cccs1)N/N=C/c1ccccn1,2.9,-1,-0.3,?,-4,i,0.6,0.6,5
COc1ccc(CCNC(=O)COC(=O)c2ccccc2NCCO)cc1OC,6.5,1,i,-2,/,1,1.9,3.4,13
Cc1ccc(NC(=O)CCC(=O)NNC(=O)Cc2ccccc2)cc1C,-0.7,-5,-11,-1,-3,-7,-0.2,/,-1
COC(=O)c1ccc(CN2C(=O)NC3(CCC(C)CC3)C2=O)o1 (stereo not given),-0.4,1,-0.4,-1,5,-7,-0.7,/,5
CC(C)NS(=O)(=O)c1ccc(NC(=O)C(C)OC(=O)CCC2CCCCC2)cc1 (stereo not given),1.8,1,-0.3,2,/,-14,2.3,2.7,0
Cc1ccc(OCCSc2nc3ncnc(N)c3[nH]2)cc1,0.0,2,-1.9,4,2,-9,-0.4,6.5,-2
CCCC(=O)NC(=S)Nc1cccc(Cl)c1N1CCCC1,-1.5,2,0.6,4,-2,-12,2.8,0.4,5
O=C(C[C@@H]1C/C=C/CC[C@H](Cc2ccc(F)cc2)C(=O)O[C@H](c2ccccc2)CNC1=O)NCCO,-0.7,-10,i,-3,/,-7,0.7,0.4,-3
COc1ccc(C(=O)NCC(c2ccco2)N(C)C)cc1S(=O)(=O)NCc1ccc(Cl)cc1 (stereo not given),-1.0,-8,-0.6,-3,/,0,-0.2,0.9,4
CCCOc1ccc(N2C(=O)CC(N(CCC)C(=O)CCC(=O)O)C2=O)cc1 (stereo not given),-0.7,6,0.5,1,1,-5,0.2,/,-3
C[C@H](CO)N1C[C@H](C)[C@@H](CN(C)Cc2ccc(Cl)c(Cl)c2)Oc2ccc(NC(=O)Cn3cnnn3)cc2C1=O,-0.4,-1,7.1,7,/,18,-1.3,0.7&1.3,20
O=C1NC(Cc2ccccc2)c2nc3cc(F)c(F)cc3c(=O)n2-c2ncccc21 (stereo not given),0.1,-3,-0.4,-5,/,/,/,1.2,9
CC(=O)c1ccc(OC(=O)C2CC(=O)N(c3cccc(C)c3)C2)cc1 (stereo not given),0.6,-2,2.8,-2,0,-13,0.8,/,10
O=C(Nc1ccc(F)cc1)c1cccnc1NCCc1ccccc1,-0.8,4,i,-2,-2,-79,3.8,/,-12
C=CCOC(=O)C1=C(C)NC(SCC(=O)Nc2ccccc2)=C(C#N)C1c1ccco1 (stereo not given),0.1,3,3.2,-8,10,-6,-0.9,/,6
O=c1cccc2n1CC1CNC[C@H]2C1,-0.3,10,-0.5,-16,/,-5,-1.2,1.5,6
CCCCn1c(N)c(N(CC(C)C)C(=O)C2CCN(C(=O)c3ccc(F)cc3)CC2)c(=O)[nH]c1=O,0.3,10,-1.2,0,-1,-3,0.0,0.9,9
O=S(=O)(c1ccc(Cl)c(F)c1)N1CCC(c2nc(-c3ccncc3)no2)CC1,-2.7,3,i,-4,1,-11,-0.6,/,4
Cc1nn(C)c(C(=O)N/N=C/c2ccncc2)c1Cl,1.1,-6,-0.3,-3,1,/,0.0,2.1,-3
CCC(=O)NC(=S)NNC(=O)COc1ccc(Br)cc1,-0.2,-1,0.6,0,3,-17,0.2,0.8,4
COC(=O)Cc1ccc(O)c(N)c1,-0.4,2,-0.6,-2,-1,-6,-1.9,-1.6,-6
CCCCn1c(=O)n(CC(=O)Nc2ccc(OC)c(Cl)c2)c(=O)c2c1nc(CO)n2CCC,-0.2,4,/,-4,1,6,1.3,/,14
Clc1ccc(-c2nnc(SCc3ccon3)o2)c(Cl)c1,0.3,12,i,-2,0,-24,1.4,/,12
COc1ccc(CC2S/C(=C(\C#N)C(=O)NCc3ccco3)N(c3ccc(C)cc3)C2=O)cc1 (stereo not given),-0.5,-6,i,-1,9,-6,-0.6,/,4
O=C(CSc1nc(C2CCCCC2)n(-c2ccccc2)n1)NCC(F)(F)F,1.3,5,-0.4,-1,-8,1,1.2,/,11
CC(C)c1ccc(OCC(=O)NCc2n[nH]c(=O)c3ccccc23)cc1,/,-2,-0.6,/,/,2,0.1,-0.8,9
CC1(C)CC2(CC(c3ccccc3)c3ccc(O)cc3O2)NC(=S)N1 (stereo not given),0.0,-9,-2.4,-6,3,14,-1.3,0.4,0

# Molecules above that have a cyano group, in the order listed:
SMILES,BoNT A protease,PrPC TRFRET,BH1578 lux ind,Anthrax LF prot,SARS 3CLpro inh,PriA SSB inh,PfHsp40 yeast,TcdB GH inh,Y pestis TopoI
C=CCOC(=O)C1=C(C)NC(SCC(=O)Nc2ccccc2)=C(C#N)C1c1ccco1 (stereo not given),0.1,3,3.2,-8,10,-6,-0.9,/,6
COc1ccc(CC2S/C(=C(\C#N)C(=O)NCc3ccco3)N(c3ccc(C)cc3)C2=O)cc1 (stereo not given),-0.5,-6,i,-1,9,-6,-0.6,/,4

# (continued)
SMILES,BoNT A protease,PrPC TRFRET,BH1578 lux ind,Anthrax LF prot,SARS 3CLpro inh,PriA SSB inh,PfHsp40 yeast,TcdB GH inh,Y pestis TopoI
CCN(CC1COc2ccccc2O1)S(=O)(=O)c1ccc(C)cc1 (stereo not given),0.8,7,-0.4,-3,-2,-67,-0.2,/,23
O=C(NC1CCCCCC1)c1cc(S(=O)(=O)N2CCOCC2)ccc1F,-0.2,1,-0.3,2,5,-10,1.1,1.0,4
C=CCn1c(SCC(=O)NCCc2ccccc2)nc2c([nH]c3ccccc32)c1=O,-0.9,-2,-0.6,-2,-3,-6,-0.9,-0.1,5
CN(C)c1nc(C(=O)OCCO)nc(N(C)C)n1,-0.7,-2,-0.2,-1,2,-8,-0.8,/,4
Cc1cccc(NC(=O)CSc2nccn2C)c1,-0.3,0,i,-3,2,-10,-0.9,/,0
COc1ccc(/C=C/C(=O)OCC(=O)Nc2cccc(S(=O)(=O)NC3=NCCCCC3)c2)cc1,-0.8,-2,i,-8,/,-4,3.2,0.4,23
COc1cccc(-c2cc3c(c4c2ccn4C)C2CCC3C2)c1 (stereo not given),18,1,/,2,/,/,/,-0.7,/
NC(=O)C(C(=O)/C=C/c1ccc(Cl)cc1)=C1SCCS1,-0.2,1,-3.7,-4,0,2,-1.2,1.2,-2
CN(Cc1ccccc1)c1ncnc(N)c1[N+](=O)[O-],-1.2,4,-0.7,1,3,-8,/,1.5,-8
COC(=O)C1CCC(=S)N1C(=O)c1ccccc1 (stereo not given),-1.4,7,-0.7,7,-1,-17,7.6,1.9,-1
CC(=O)C1=C(O)C(=O)N(CCCCCC(=O)O)C1c1ccc(N(C)C)cc1 (stereo not given),-0.7,0,i,3,-5,-3,1.2,/,0
COCc1[nH][nH]c(=O)c1C=Nc1ccc(F)cc1F,0.0,5,0.2,1,2,-1,-0.3,/,4
C=Cc1ccc(CC2(C)C(=O)Nc3c(Cl)cccc32)cc1 (stereo not given),-0.2,/,i,-5,/,/,/,/,14
CC1(Cc2ccccc2Cl)C(=O)Nc2c(Cl)cccc21 (stereo not given),-0.4,10,i,-1,/,/,/,4.2,23
CCC1CCC(C(=O)NC(CCSC)C(=O)NCCN(CC(C)C)CC(C)C)CC1 (stereo not given),/,-3,i,/,-3,10,-1.6,1.8,-1
Cc1nc(C(F)(F)F)ccc1C(=O)N1CCC1(C)C(=O)NCc1ccc(Cl)cc1 (stereo not given),-0.8,-4,-0.4,-3,/,/,/,0.1,-2
COc1ccc(C(=O)N[C@H](C(=O)NCC2CCCCC2)C(C)C)cc1,-0.1,12,-0.8,0,2,1,1.2,/,2
O=C(Nc1ccccc1C(=O)NC1CCCCC1)c1ccco1,0.1,2,-0.3,0,-7,-33,1.6,/,4
COC(=O)c1ccc(N(C(=O)c2ccco2)C(C(=O)NC2CCCC2)c2ccco2)cc1 (stereo not given),0.5,4,i,5,7,-10,-0.2,/,-3
CC(=O)Nc1ccc(S(=O)(=O)N2CCN(CC(O)COc3ccc4ccccc4c3)CC2)cc1 (stereo not given),?,1,-1.8,-1,-3,3,-0.2,/,-6
CC(C)Cn1c(SCC(=O)Nc2ncccn2)nc2ccccc21,0.0,-1,-0.3,-8,0,-9,0.0,0.6,7
Clc1ccc(C2=C3CCCCn4c(-c5ccccc5)c[n+](c43)C2)cc1,7.2,0,-0.3,-11,3,11,0.6,/,8
Cc1ccccc1Nc1nc(N)nc(CSc2nc3ccccc3c(=O)n2CCCO)n1,-0.3,-4,10,1,-3,1,-0.1,1.4,2
CC1(C)NC(=O)N(c2ccccc2Cl)C1(C)NO (stereo not given),0.5,3,i,7,1,-10,-0.3,/,7
Cc1c(NC(=O)C23CC4CC(CC(C)(C4)C2)C3)c(=O)n(-c2ccccc2)n1C,0.9,3,-5.4,3,3,-4,1.2,/,4
Clc1ccc(CNc2nnnn2-c2ccccc2)c(Cl)c1,-0.1,7,i,0,0,3,-0.4,/,-4
Cc1ccccc1-n1c(SCc2c(C)noc2C)nnc1-c1ccncc1,?,4,-0.3,?,1,7,3.0,/,7
CCC1SC2=NC(C)=C(C(=O)OC)C(c3ccc(C)cc3)N2C1=O (stereo not given),0.6,1,-17,-12,-5,2,0.0,/,5
COc1ccc(/C=N\NC(=O)c2cc(O)c(O)c(O)c2)cc1COc1ccc(C(=O)OCC(C)C)cc1,2.5,2,-0.5,0,6,/,0.1,-2.2,-6
COCCCNc1nc2cc(OC)c(OC)cc2c2nc(-c3ccccc3)nn12,-1.0,-3,i,-5,2,1,0.4,1.6,27
COc1ccc(Cl)cc1S(=O)(=O)N1CCCC1=O,-0.9,3,-0.4,0,4,-7,-1.0,-0.1,6
Cc1cc(S(=O)(=O)NCCN(C)C)c(C)s1,0.3,2,i,0,3,-25,1.1,/,-11
O=C(Nc1ncc(Cc2ccc(Cl)cc2Cl)s1)c1ccc([N+](=O)[O-])cc1,-0.7,8,i,1,0,-11,0.1,/,-11
COC(=O)CSc1nnc(-c2cccnc2)n1C,-1.6,-5,-0.4,-3,-2,-12,-1.6,0.4,-1
Cc1cc(C)c2c(CN(C)Cc3ccccc3)cc(=O)oc2c1,0.6,6,/,-2,/,/,/,1.3,/
Cc1nn(Cc2cccc(F)c2)c(C)c1NC(=O)c1c(Cl)cnn1C,-0.1,1,0.7,-1,0,0,0.0,0.0,12
S=C(Nc1ccc(Cl)cc1Cl)N1CCN(c2ccccn2)CC1,-0.5,-6,i,16,-3,-8,1.7,0.1,7
COc1ccc(NC(=O)CSc2nnnn2C)cc1S(=O)(=O)N1CCCCC1,-0.7,4,0.9,-1,/,/,1.2,1.7,0

# 2 entries drawn at random from those above, as already listed:
SMILES,BoNT A protease,PrPC TRFRET,BH1578 lux ind,Anthrax LF prot,SARS 3CLpro inh,PriA SSB inh,PfHsp40 yeast,TcdB GH inh,Y pestis TopoI
COc1ccc(Cl)cc1S(=O)(=O)N1CCCC1=O,-0.9,3,-0.4,0,4,-7,-1.0,-0.1,6
Cc1cc(S(=O)(=O)NCCN(C)C)c(C)s1,0.3,2,i,0,3,-25,1.1,/,-11

# These rows are one share of the data; the hit share may differ from the screen's.
